Screening results (PubChem BioAssay)
Pf gametocyte: late stage P. falciparum gametocyte viability inhibitors, primary screen, ATP luminescence, HTS. inhibition, % at 10.9 µM. P. falciparum stage V gametocytes, 24 h. actives 0.065% (n = 150,000);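 active = inhibition above the mean plus 3 SD of compounds within the control limits, set per campaign, cut at about 38% in these data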;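 also: 0% = DMSO wells and 100% = medium only without gametocytes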
* = called active by the depositor. Not all compounds are listed, so the mix of outcomes need not match the whole.

SMILES	Pf gametocyte
Cc1ccccc1-c1cc(C(=O)NCc2cccc(C(F)(F)F)c2)nn1CC1CC(c2cccc([N+](=O)[O-])c2)=NO1 (stereo unspecified)	-8
COC(=O)c1cn(C(=O)c2ccc(OC)c(OC)c2)c2ccccc12	-14
c1cncc(CNc2ncnc3ccc(-c4ccc5c(c4)OCCO5)cc23)c1	20
O=C(CCCCC(=O)Nc1ccc(F)cc1)Nc1ccc(F)cc1	-18
CC(C)(C)OC(=O)NCCOC(=O)c1[nH]cnc1C(=O)NCc1ccccc1	-14
CCOc1ccc(S(=O)(=O)N(C)CC(=O)N2CCCC2)cc1	3
COc1ccc(SCCN2CC[C@@H](O)CCC2=O)cc1	4
CC(C)Oc1ccc(C2CC(=O)NC2=O)cc1 (stereo unspecified)	-16
O=C1c2ccccc2NC(c2ccc(-c3cccs3)o2)N1O (stereo unspecified)	0
CC(=O)CCC(=O)NC1CCCc2c1cnn2-c1ccc(C(C)(C)C)cc1 (stereo unspecified)	-4
CCC(=O)Nc1ccccc1Nc1cc(C#N)c(C#N)cc1[N+](=O)[O-]	-30
CCOc1ccc(C(=O)NC2CCN(S(=O)(=O)c3ccccc3)CC2)cc1	9

Single entries from the list.
CC(C)(C)OC(=O)NCCOC(=O)c1[nH]cnc1C(=O)NCc1ccccc1 | Pf gametocyte: -14
O=C1c2ccccc2NC(c2ccc(-c3cccs3)o2)N1O (stereo unspecified) | Pf gametocyte: 0

(continued)
SMILES	Pf gametocyte
CC(C)(C)c1csc(NC(=O)c2ccccc2O)n1	-4
COc1ccc(-c2sc3ccc(N4CCOCC4)cc3c2-c2ccc(O)cc2)cc1	31
NC(=O)NCC(c1ccccc1)C1CCCCC1 (stereo unspecified)	18
CCOc1ccc(NC(=O)C2C(c3ccccc3)C2(Cl)Cl)cc1 (stereo unspecified)	5
Cc1ccc(S(=O)(=O)NC(Cc2c[nH]c3ccccc23)C(=O)O)cc1 (stereo unspecified)	-6
c1ccc(C[C@H]2CN=C(Nc3ccccc3)N2CCCC2CCCCC2)cc1	6
COc1ccccc1C(=O)Nc1nc(C)cc(C)n1	12
CCC(=O)c1ccc(OCC(O)Cn2nc(C)c(Br)c2C)cc1 (stereo unspecified)	-5
O=C(O)c1cccc(NS(=O)(=O)c2cccc(C(=O)Nc3ccccc3[N+](=O)[O-])c2)c1	-22
COc1ccc(C(=O)c2ccc([N+](=O)[O-])cc2)cc1S(=O)(=O)N1CCC(C(=O)O)CC1	22
O=C(NCCc1ccccc1)c1ccc2c(c1)S(=O)(=O)c1cc(Cl)ccc1C2=O	2
CCCNC(=O)C(Cc1cccc(OC)c1)NC(=O)c1ccc(C#N)cc1 (stereo unspecified)	5
O=C1NC(c2cccc(Cl)c2)Oc2ccccc21 (stereo unspecified)	2
COc1ccc(OC)c(NC(=O)COC(=O)COc2c(Cl)cc(Cl)c3ccc(C)nc23)c1	5
O=C(c1c(F)cccc1F)N1CCCc2ccccc21	8
O=C(Cn1cnc2ccccc21)Nc1ccccc1-c1ccccc1	-7
COc1ccc(C(=O)c2cn(-c3cccc(Br)c3)nc2C(C)=O)cc1	4
COC(=O)c1sccc1NC(=O)c1ccccc1C(=O)O	-3
COc1ccc(S(=O)(=O)Nc2ccc3c(c2)C(=O)N([C@H](C)CO)C[C@H](C)[C@@H](CN(C)C(=O)NC2CCCCC2)O3)cc1	-5
O=C(Cc1ccc(Br)cc1)N1CCCC1	-8
CN1C[C@@H]2[C@@H]3C(=O)N(C)C(=O)[C@@H]3[C@](Cc3ccccc3)(C1=O)N2C(=O)c1ccc(Cl)cc1	-52
Nc1c(Cl)cc(-c2csc(N3CCCC3c3nc4cc(Cl)c(N5CCCCC5)cc4n3CCCO)n2)cc1Cl (stereo unspecified)	-1
CC(C)(C)OC(=O)NCc1ccc(NC(=O)c2nc[nH]c2C(=O)NCCCCCCNC(=O)c2[nH]cnc2C(=O)Nc2ccc(CNC(=O)OC(C)(C)C)cc2)cc1	-2
COc1ccc(N2CCN(S(=O)(=O)CC34CCC(CC3=O)C4(C)C)CC2)cc1 (stereo unspecified)	14

Already shown: entries from further up.
SMILES	Pf gametocyte
NC(=O)NCC(c1ccccc1)C1CCCCC1 (stereo unspecified)	18
CCOc1ccc(NC(=O)C2C(c3ccccc3)C2(Cl)Cl)cc1 (stereo unspecified)	5
Cc1ccc(S(=O)(=O)NC(Cc2c[nH]c3ccccc23)C(=O)O)cc1 (stereo unspecified)	-6
c1ccc(C[C@H]2CN=C(Nc3ccccc3)N2CCCC2CCCCC2)cc1	6
COc1ccccc1C(=O)Nc1nc(C)cc(C)n1	12
CCC(=O)c1ccc(OCC(O)Cn2nc(C)c(Br)c2C)cc1 (stereo unspecified)	-5
O=C(O)c1cccc(NS(=O)(=O)c2cccc(C(=O)Nc3ccccc3[N+](=O)[O-])c2)c1	-22
COc1ccc(C(=O)c2ccc([N+](=O)[O-])cc2)cc1S(=O)(=O)N1CCC(C(=O)O)CC1	22
O=C(NCCc1ccccc1)c1ccc2c(c1)S(=O)(=O)c1cc(Cl)ccc1C2=O	2
CCCNC(=O)C(Cc1cccc(OC)c1)NC(=O)c1ccc(C#N)cc1 (stereo unspecified)	5
O=C1NC(c2cccc(Cl)c2)Oc2ccccc21 (stereo unspecified)	2
COc1ccc(OC)c(NC(=O)COC(=O)COc2c(Cl)cc(Cl)c3ccc(C)nc23)c1	5
O=C(c1c(F)cccc1F)N1CCCc2ccccc21	8
O=C(Cn1cnc2ccccc21)Nc1ccccc1-c1ccccc1	-7
COc1ccc(C(=O)c2cn(-c3cccc(Br)c3)nc2C(C)=O)cc1	4
COC(=O)c1sccc1NC(=O)c1ccccc1C(=O)O	-3
COc1ccc(S(=O)(=O)Nc2ccc3c(c2)C(=O)N([C@H](C)CO)C[C@H](C)[C@@H](CN(C)C(=O)NC2CCCCC2)O3)cc1	-5
O=C(Cc1ccc(Br)cc1)N1CCCC1	-8
CN1C[C@@H]2[C@@H]3C(=O)N(C)C(=O)[C@@H]3[C@](Cc3ccccc3)(C1=O)N2C(=O)c1ccc(Cl)cc1	-52

Remaining list, next part
SMILES	Pf gametocyte
Cc1cccc(N2CCN(Cc3ccc([N+](=O)[O-])o3)CC2)c1C	12
CC(=O)C1=C(C)NC(SCC(=O)c2cc(Cl)ccc2Cl)=C(C#N)C1c1ccco1 (stereo unspecified)	3
Nc1nc2ccccc2n1CCOc1ccc(F)cc1	-6
CC(C)OC(=O)Cn1c(-c2ccccc2)c(-c2ccccc2)nnc1=O	-5
Cc1ccccc1OCCSc1nc2ccccc2n1CCC(=O)O	18
COc1cc2c(C#CCCCO)c(-c3ccsc3)oc(=O)c2cc1OC	2
CCOC(=O)c1ccc(NC(=O)Cn2nc(C)c3ccccc3c2=O)cc1	12
CCOC(=O)c1c(NC(=O)C2CCCN2S(=O)(=O)c2cccc3nsnc23)sc(C)c1C (stereo unspecified)	13
CN(C(=O)c1ccc(NC(=O)Cc2ccc(NC(=O)C3CCN(C(=O)C4CC4)CC3)cc2)cc1)C1CC1	14
CC(=O)Oc1cccc(Nc2ncnc3ccccc23)c1	8
CC[C@H](C)[C@@H]1NC(=O)[C@H]([C@@H](C)CC)NC(=O)[C@@H](CC(C)C)NC(=O)[C@H](Cc2ccccc2)NC(=O)[C@H](Cc2ccccc2)NC(=O)[C@@H]2CCCN2C(=O)[C@@H]2CCCN2C(=O)[C@H](C(C)C)NC(=O)[C@H](CC(C)C)NC1=O	8
CC(=O)NCC(=O)NC1CCCc2c1cnn2-c1ccccc1F (stereo unspecified)	-1
Cc1nc(SCc2nc3c(F)cccc3[nH]2)c2oc3ccccc3c2n1	10
COc1cccc(OC)c1C(=O)Nc1nnc(-c2ccc(F)cc2)s1	-16
N#CCC(=O)N1CCN(C(c2ccccc2)c2ccccc2)CC1	7
O=C1CCC([N+](=O)[O-])C(c2ccc(-c3ccccc3)cc2)N1 (stereo unspecified)	4
O=C(N/N=C/c1cc([N+](=O)[O-])ccc1O)C(O)(c1ccccc1)c1ccccc1	-9
O=C1Nc2ccc(Br)cc2C1Cc1ccccc1F (stereo unspecified)	0
COc1ccc(N(CC(=O)N2CCN(Cc3ccccc3)CC2)S(C)(=O)=O)c(OC)c1	20
CC(=O)N1CCN(CC(c2ccccc2)c2ccccc2)CC1	15
CC(C)(C)[C@@H]1CCC(=O)N(CC[C@H](Sc2ccccc2)c2ccccc2)CC1	14
Cc1ccnc(Nc2nc(-c3ccc(O)cc3)cs2)c1	-14
CC(C)CCNC(=O)c1onc(CSc2ccccc2)c1C(=O)NCCC(C)C	-9
COc1ccccc1C(=O)NNC(=O)c1ccccc1	-11
CCOc1ccc2[nH]c3nc(SCC(=O)OC(C)C)nnc3c2c1	6
Cc1c(C(=O)Nc2cc(F)cc(F)c2)cnn1-c1ccccc1	5
O=C(O)CCC(=O)Nc1ccc(OCC2CCCO2)cc1 (stereo unspecified)	19
O=C(NCc1ccccc1)c1onc(CS(=O)(=O)c2ccc(Cl)cc2)c1C(=O)NCc1ccccc1	0
O=C(Nc1ccc(Cl)c(C(F)(F)F)c1)[C@@H]1CC=C[C@@H]2CCN(Cc3ccc(Cl)c(Cl)c3)C(=O)[C@@H]21	3
O=C1c2ccccc2C(=O)c2c1cccc2N(CCO)CCO	0
COc1cc(OC)cc(-c2c(C#Cc3ccsc3)c3cc(-c4ccccc4OC)ccc3n2C)c1	-6
Clc1ccccc1/C=N/Nc1cc(N2CCOCC2)ncn1	-30
COC(=O)[C@H](Cc1ccc(O)cc1)NC(=O)Cn1ccc(NC(=O)OCc2ccccc2)nc1=O	17
CCOc1c(Br)cc(C2CC(=O)Nc3cc(OC)c(OC)cc32)cc1OC (stereo unspecified)	4
O=C(c1ccc(Cl)cc1)C1CCN(C(=O)c2ccccc2)CC1	-3
COc1cc(/C(=C/c2ccccc2)c2ccccc2)c2c(c1)oc1ccccc12	-20
CCOC(=O)c1ccc(NCc2cccnc2)cc1	0
COc1ccc(CCNC(=O)C2CCN(S(=O)(=O)c3ccc(C)cc3)CC2)cc1	11
OCc1ccccc1SSc1ccccc1CO	-10
COc1ccc(NC(=O)C2CCCN(S(C)(=O)=O)C2)cc1Cl (stereo unspecified)	-11
C=CCn1c(=O)c(C(=O)Nc2ccc(C)cc2)c(O)c2ccccc21	5
O=[N+]([O-])c1ccc(Cl)cc1NCc1cccnc1	1
CCCn1c(C(C)Nc2nc(-c3ccc(Cl)c([N+](=O)[O-])c3)cs2)nc2ccccc21 (stereo unspecified)	-17
CCCC(=O)NC1CCCc2c1cnn2-c1ccc(C)c(C)c1 (stereo unspecified)	1
Cc1cc(C)nc(OC(C(=O)O)C(OCC(C)C)(c2ccccc2)c2ccccc2)n1 (stereo unspecified)	3
ClC1CCCCC1n1nnc2ccccc21 (stereo unspecified)	-15
Cc1cc(C)c(S(=O)(=O)Nc2nnc(C(C)C)s2)c(C)c1	3
O=C(CN1CCN(c2ccccc2F)CC1)NCc1ccc(Cl)cc1	-10
Cc1cccc([C@@H]2[C@@H]3C(=O)N(Cc4ccccc4)C(=O)[C@@H]3[C@]3(C)C(=O)N(c4cccc(F)c4)C(=O)N23)c1	-7
COc1ccccc1-n1c(C)c(C(C)=O)c2cc(O)ccc21	-5
COc1ccc(OCC(=O)Nc2cc(NC(=O)COc3ccc(OC)cc3)cc(C(=O)O)c2)cc1	0
COc1ccc(CN2CCN(Cc3cc4ccccc4o3)CC2CCO)c(F)c1 (stereo unspecified)	9
O=C1c2ccccc2NC(c2ccccc2)N1Cc1ccccc1 (stereo unspecified)	-3
CC(C)(C)NC(=O)CSc1nc(Cc2ccccc2)nc2ccccc12	12
COc1ccc2c(c1)C(c1ccccc1)NC(=O)C2 (stereo unspecified)	19
O=C1CCN(CCCc2ccccc2)CCN1CCO	-30
Cc1cc(NC(=O)c2ccc(C#N)cc2)n(-c2ccccc2)n1	21
COC(=O)C1(CC2CC(c3ccccc3)=NO2)CCN(C(=O)OC(C)(C)C)CC1 (stereo unspecified)	15
CC(C)CCNC(=O)C(c1cccnc1)N(Cc1ccccc1)C(=O)Cn1nnc2ccccc21 (stereo unspecified)	-12
COc1cc2c(cc1OC)C(c1c(Cl)cccc1Cl)NC(=O)C2 (stereo unspecified)	-12
Carrying on:
SMILES	Pf gametocyte
CCOC(=O)C1=C(C)N(C)C(=O)NC1c1c(OC)ccc2ccccc12 (stereo unspecified)	3
NC(=O)c1ccccc1NC(=O)C(c1ccccc1)c1ccccc1	-10
CC(C)(C)c1nc(NCCO)c2nnn(Cc3ccccc3)c2n1	10
O=C(NCc1ccccc1)c1onc(CSc2ccc(Cl)cc2)c1C(=O)NCC1CC1	12
Cc1c(C2(O)CCCCC2)[nH]c2cc(C(F)(F)F)ccc12	6
CCOC(=O)c1cnc2nc(SCc3ccccc3Cl)[nH]n2c1=O	-25
CCCOC(=O)Cn1cnc2scc(-c3ccc(OC)cc3)c2c1=O	-11
CSc1ccc(C2=C/C(=C3/SC(=S)NC3=O)c3ccccc3O2)cc1	-3
C[C@H](CO)N1C[C@H](C)[C@@H](CN(C)S(=O)(=O)c2ccccc2)Oc2ccc(NC(=O)CCC(F)(F)F)cc2C1=O	3
CC(C)(C)OC(=O)C[C@H]1C/C=C\C[C@@H](CC(=O)N[C@H](CO)Cc2ccccc2)C(=O)NC[C@H](c2ccccc2)OC1=O	-9
Cc1cccc(NC(=S)N2CCN(c3ccccc3F)CC2)c1C	13
CN(Cc1ccccc1)C1(CNC(=O)CCC(F)(F)F)Cc2ccccc2C1	-13
CCN1C[C@@H]2[C@@H]3C(=O)N(C)C(=O)[C@@H]3[C@](Cc3ccccc3)(C1=O)N2C(=O)c1ccc(Cl)c(Cl)c1	-13
Cn1c(-c2ccsc2)c(-c2cccs2)c2cc(Br)ccc21	-2
CCOc1cc(/C=N/NC(=O)C(=O)N/N=C/c2ccc(O)c(OCC)c2)ccc1O	19
Cc1ccc2c(c1)[C@H]1[C@H](CO2)[C@H](c2ccccc2)[C@]2(C)C(=O)Nc3cc(F)c(F)cc3C(=O)N12	10
C=CCOC(=O)C1=C(C)NC(=O)NC1c1ccc(OCC)cc1 (stereo unspecified)	10
COc1ccc(OC)c(CNC(=O)COc2cc(=O)n(C)c3ccccc23)c1	17
CC1(C)CC(NC(=O)c2cccc(F)c2)CC(C)(C)N1	7
O=C(Nc1cccc(Cl)c1)NC1CCN(C2CCCCC2)C1 (stereo unspecified)	2
